From PubChem BioAssay
PglD inh: PglD (C. jejuni) enzyme inhibition; purified PglD enzyme, DTNB colorimetric CoA detection; inhibition, % at 12.5 µM; 360,000 compounds, 0.098% hits; in the data active means inhibition above about 16%, passing the limit was not always enough; further: strong numbers were not always called active
PGC1a acetyl inh: modulators of PGC1a acetylation; AID 651687; inhibition, % at 15.6 µM; 350,000 compounds, 0.17% hits; U2OS PGC1a acetylation, AlphaScreen anti-acetyl-lysine; with virally co-expressed GCN5 acetyltransferase;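 active means every replicate shows inhibition of at least 40%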;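 further: 0% = neutral control wells and 100% = positive control wells; some results beyond the cut were filed as inactive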
Statin myotox sup: suppressors of simvastatin-induced myotoxicity in C2C12 myotubes; ATP luminescence, 48 h; scaled: DMSO 0, geranylgeraniol control 100; rescue of ATP level, % at 7.49 µM; 330,000 compounds, 0.78% hits;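 active means mean ATP rescue above about 67%, or every replicate alone reaching that limit, limit read from the data, passing the limit was not always enough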;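 further: myotubes were challenged with 10 µM simvastatin during compound exposure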
Cneo AK release: Cryptococcus neoformans lysis via adenylate kinase release | C. neoformans lysis, adenylate kinase release luminescence, 4 h; normalised: neutral wells 0, clomiphene wells 100 | lysis activity, % at 15 µM | 360,000 compounds, 0.2% hits;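 active means mean lysis activity across replicates of at least 80%, whatever share of replicates individually reach that level; inactive means mean lysis activity below 80%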
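Material: C. neoformans cells; Schedule: 4 h static compound exposure, 37 °C, read 1 h post-reagent; Measured by: adenylate kinase release luminescence; Read-out: signal increase indicating cell lysis; Controls: Clomiphene as positive lysis control.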
FN deposit inh: fibronectin deposition inhibition. 350,000 compounds, 0.086% hits. AH1F fibroblasts, Alexa488-fibronectin deposition fluorescence, overnight. AID 743247. inhibition, % at 12.6 µM;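 active means mean inhibition across replicates of 30% or more, regardless of how many single replicates reach that level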;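 further: positive control wells lacked labelled fibronectin entirely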
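Measured by – fluorescence 485/525 nm · System – AH1F fibroblast monolayer, labelled fibronectin deposition · Amount – 10000 cells per well · Buffer or medium – serum-reduced DMEM (2% serum) · Doses – single dose, pinned · Also added – fluorescent fibronectin at 24 nM final · Schedule – 1 h cell attachment, overnight exposure to compound and label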
GSIS activator: primary screen for activators of insulin secretion dependent on glucose, INS-1E cells, GLuc reporter luminescence | INS-1E GLuc reporter insulin secretion, 2-3 h | activation, % at 16.6 µM | 370,000 compounds, 0.61% hits | AID 743287;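 active means lowest replicate activation of at least 40%, so every replicate reaches that level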;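 further: 0% = median of neutral control wells and 100% = median of IBMX positive control wells; some compounds called inactive have numbers as strong as hits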
F508del corr: CFTR F508del correction in bronchial cells; CFBE cells, YFP halide quenching; stimulated with forskolin plus potentiator P3; % fluorescence drop versus neutral controls; 350,000 compounds, 0.36% hits; activity (quench increase), % at 7.58 µM;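 active means mean added fluorescence quench of at least 8% versus neutral control, with both replicates also reaching 8%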;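 further: cells transiently co-express mutant CFTR-F508del with the halide-sensitive YFP; corrector assay measuring rescue of mutant channel to the surface after 24 h compound exposure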
miR-122 sensor: inhibitors of miR-122 in Huh7 cells; Huh7 miR-122 Renilla luciferase sensor, 48 h; neutral wells = 0, positive control = 100; activation (reporter increase), % at 12.5 µM; 340,000 compounds, 0.3% hits; AID 602342;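 active means mean replicate activation score at least 90 and every replicate individually at or above 90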;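 further: higher luciferase means less miR-122 activity so hits act as miR-122 inhibitors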
* hit, by the source's call; . = not tested or not shown; & = joins results of further samples; [ ] = remark or other dose.

SMILES	PglD inh	PGC1a acetyl inh	Statin myotox sup	Cneo AK release	FN deposit inh	GSIS activator	F508del corr	miR-122 sensor
CCOc1ccc(S(=O)(=O)N2CCN(C(=O)c3ccc(-n4cncn4)c([N+](=O)[O-])c3)CC2)cc1	-0.7	-5.1	2.4	1.3	3.8	4.7	1.2	-3.7
CCOc1cc(NS(C)(=O)=O)c(OCC)cc1NC(=O)c1cccs1	-0.2	-1.8	.	-0.7	.	.	.	2.4
Fc1ccc(-c2cc(-c3cccs3)cc(-c3ccccc3)n2)cc1	.	.	-10.1	.	7.8	-1.9	-1.3	.
COc1cccc(C2C(C(N)=O)=C(C)Nc3nc(CCCO)nn32)c1OC (stereo not given)	2.5	4.5	-2.8	0.4	6.1	16.6	3.1	-2.5
Cn1c(=O)c2c(nc(Cc3ccccc3)n2C)n(C)c1=O	.	.	6.1	0.9	5.6	0.9	-0.5	.
CC(C)OC(=O)CCCN1C(=O)c2ccc(N)cc2C1=O	0.6	-7.6	.	0.4	.	.	.	0.9
O=C(O)c1ccccc1-c1ccccc1C(=O)NNc1ccc([N+](=O)[O-])cc1	.	-4.4	.	.	-1.6	4.0	0.1	.
CC1CC(C)CN(S(=O)(=O)N2CCCC(C(=O)NCc3ccccc3Cl)C2)C1 (stereo not given)	-4.0	-3.8	1.3	8.0	-13.0	.	-0.3	3.3
COc1ccc(NC(=O)c2ccc(S(=O)(=O)N3CCOCC3)cc2)c(OC)c1	-3.9	9.0	1.8	-4.0	17.1	.	.	-15.6
COc1cc(NS(=O)(=O)c2csc(C(N)=O)c2)cc(OC)c1	2.2	-9.5	10.3	-1.3	3.8	-0.3	.	99.3*
CCCCC(C(=O)O)C(C)CC(=O)Nc1cccc(C(=O)O)c1 (stereo not given)	-2.6	-11.7	6.7	-0.1	.	.	.	-2.5
Cc1nnc(NC(=O)c2ccc(S(=O)(=O)N3CC(C)CC(C)C3)cc2)o1 (stereo not given)	0.3	-4.1	-4.3	6.9	-0.8	-2.9	1.1	1.9
COc1ccc(C(C)(O)c2nc(-c3cccc(NC(C)=O)c3)cs2)cc1 (stereo not given)	6.5	.	6.9	-1.5	-9.4	-20.6	-0.1	-5.2
C[C@@H]1CCCCO[C@H](CN(C)Cc2ccc(Cl)c(Cl)c2)[C@@H](C)CN([C@H](C)CO)C(=O)c2cc(NS(=O)(=O)c3cccs3)ccc2O1	1.3	21.8	.	-0.3	-9.1	-11.1	0.6	0.2[16.7 µM]
CCn1c(SCc2cccc(C(=O)O)c2)nnc1-c1ccc(Cl)cc1	2.1	-10.3	0.2	-1.9	-8.0	4.5	-0.6	-4.1
COc1ccccc1-c1nc(C#N)c(N2CCN(c3ccccc3)CC2)o1	-3.6	5.7	13.7	7.6	.	.	.	12.2
CCC(=Cc1ccc(CC)cn1)CC	3.0	.	0.8	2.6	-3.6	-23.9	1.1	.
Cc1cc(Cl)nc2c(C(C)C)cccc12	-1.9	-4.2	-5.8	-0.5	6.0	-7.5	1.3	-10.1
Cc1ccc(SC(=O)c2c(C)noc2-c2cc(C)on2)cc1	-4.1	-1.1	.	2.0	-3.7	.	1.0	3.0
Cc1ccc(CNc2ncnc3ccc(-c4ccoc4C)cc23)o1	-4.7	24.0	-8.3	0.6	9.8	-9.4	-0.3	-3.2
CCN(Cc1ccccc1)Cc1ccc(OCc2ccccc2)cc1	-1.1	11.9	2.4	-0.9	1.0	7.0	3.6	0.2
O=C1CCC(C(=O)NCc2ccccc2)N1 (stereo not given)	-2.3	-0.6	2.6	4.3	-5.9	10.2	1.4	-6.4
Cc1cc(=O)oc2cc(Oc3ccc([N+](=O)[O-])cc3[N+](=O)[O-])ccc12	-2.6	13.8	.	2.0	5.9	-9.4	.	-6.7
Cc1sc2nc(C(C)C)nc(SCC(=O)N3CCOCC3)c2c1C	0.2	.	15.1	-4.0	8.9	-30.4	1.3	.
COc1ccccc1OCCC(=O)OCC(=O)Nc1cc(S(=O)(=O)N2CCOCC2)ccc1Cl	3.7	3.9	1.7	-2.2	-2.5	17.8	-1.0	-3.1

Full records from above. Order of screens: PglD inh | PGC1a acetyl inh | Statin myotox sup | Cneo AK release | FN deposit inh | GSIS activator | F508del corr | miR-122 sensor
Cc1cc(Cl)nc2c(C(C)C)cccc12 in the list: -1.9 | -4.2 | -5.8 | -0.5 | 6.0 | -7.5 | 1.3 | -10.1
CCCCC(C(=O)O)C(C)CC(=O)Nc1cccc(C(=O)O)c1 (stereo not given) in the list: -2.6 | -11.7 | 6.7 | -0.1 | . | . | . | -2.5
COc1cccc(C2C(C(N)=O)=C(C)Nc3nc(CCCO)nn32)c1OC (stereo not given) in the list: 2.5 | 4.5 | -2.8 | 0.4 | 6.1 | 16.6 | 3.1 | -2.5
O=C(O)c1ccccc1-c1ccccc1C(=O)NNc1ccc([N+](=O)[O-])cc1 in the list: . | -4.4 | . | . | -1.6 | 4.0 | 0.1 | .

(further entries)
SMILES	PglD inh	PGC1a acetyl inh	Statin myotox sup	Cneo AK release	FN deposit inh	GSIS activator	F508del corr	miR-122 sensor
O=C(COC(=O)CCC1CCCC1)Nc1ccc(Cl)cc1F	-3.1	.	.	0.5	-3.5	8.2	.	4.7
O=C(Nc1nccs1)c1cc(-c2ccccn2)nc2c(Cl)cccc12	3.0	.	-32.1	1.0	-8.1	10.1	1.8	10.5
CC(=O)N1CCc2cc(S(=O)(=O)NCCCN3CCN(Cc4ccccc4)CC3)ccc21	-2.5	5.0	-2.8	-2.3	11.6	.	.	301.6*
Cc1nc2ccc(S(=O)(=O)NCC(=O)N3CCN(c4ccccc4)CC3)cc2s1	-2.1	6.1	4.8	0.1	.	.	.	-9.8
COc1ccc(-c2ccc3c(c2)[C@H]2[C@H](CCN2S(=O)(=O)c2ccccc2C)[C@@H](CO)N3)cc1	-2.8	6.5	20.9	7.2	-12.1	8.6	1.6	8.8[16.7 µM]
NC(=O)c1ccc(NC(=O)c2ccc3c(c2)CCN3S(=O)(=O)c2ccccc2)cc1	-0.3	-4.7	2.2	0.7	9.9	-5.0	-4.0	14.3
Cn1cc(CN2CCN(c3ccc(Cl)cn3)CC2)c(-c2ccccc2F)n1	3.0	2.8	5.3	-2.6	-4.3	-15.9	1.4	0.6
COC(=O)[C@@]1(Cc2ccccc2)[C@H]2C(=O)N(Cc3ccccc3)C(=O)[C@H]2[C@H]2CN(C)C(=NCc3ccccc3)N21	-1.1	4.9	22.3	-6.1	5.1	-30.4	1.1	-5.3
CCCN(C)C[C@@H]1OCCCC[C@H](C)Oc2ccc(NC(=O)C3CCCCC3)cc2C(=O)N([C@@H](C)CO)C[C@@H]1C	2.5	5.5	.	-0.2	.	-16.8	-3.5	4.6[16.7 µM]
O=C(Cn1nnc(-c2ccc(OCc3ccccc3F)cc2)n1)N1CCOCC1	1.5	.	5.3	2.4	2.5	.	.	1.5
C[C@H]1CN([C@@H](C)CO)S(=O)(=O)c2ccc(-c3cccnc3)cc2O[C@@H]1CN(C)C(=O)CN(C)C	2.3	6.4	7.1	-2.4	0.2	22.2	1.9	-0.5[16.7 µM]
CC(C)CC(=O)N1CCN(c2ccc([N+](=O)[O-])cc2Cl)CC1	-3.5	-7.6	5.7	1.1	7.2	-8.8	-2.8	-8.2
C[C@H](CO)N1C[C@H](C)[C@H](CN(C)Cc2ccc(-c3ccccc3)cc2)Oc2ccc(NS(=O)(=O)c3ccc(Cl)cc3)cc2C1=O	2.9	-37.2	.	1.8	.	-10.6	3.1	-10.9[16.7 µM]
O=C(C[C@H]1CC[C@H](NC(=O)Nc2ccc(F)cc2)[C@H](CO)O1)NCc1ccccn1	1.8	-1.3	0.0	-0.8	10.0	9.8	1.0	.
O=C(NCc1cccs1)Nc1ccc(Cl)cc1	-2.9	-4.5	15.8	1.3	.	.	.	0.5
Fc1ccc(NC(=S)N/N=C/c2ccc(F)c(F)c2)c(F)c1	-2.1	.	6.0	17.6	-0.2	11.8	.	-4.3
CC(=O)Nc1ccc(S(=O)(=O)N2CCN(C(=O)C3COc4ccccc4O3)CC2)cc1 (stereo not given)	1.8	1.2	.	-0.5	-4.7	-16.8	-2.6	-4.6
Cn1ccnc1C(=O)c1cccc([N+](=O)[O-])c1	9.4	.	.	0.6	-6.9	23.0	-2.0	-8.8
CC(C(=O)Nc1ccccc1Br)c1ccc([N+](=O)[O-])cc1 (stereo not given)	6.7	-5.3	5.5	-0.3	4.1	-4.7	-0.9	-8.8
CCOC(=O)[C@@H]1[C@H]2COc3cc(OC)ccc3[C@H]2N2C(=O)N(c3ccc(C(F)(F)F)cc3)C(=O)[C@@]12C	3.2	-0.8	-2.3	2.5	-5.6	2.2	0.4	0.8
C[C@@H]1CN([C@H](C)CO)C(=O)c2cc(NS(=O)(=O)c3cn(C)cn3)ccc2O[C@@H]1CN(C)C(=O)NC1CCCCC1	1.0	-7.2	29.4	44.7	-2.8	4.7	1.0	9.1[16.7 µM]
COc1cc(C(=O)N2CCN(C3=NS(=O)(=O)c4ccccc43)CC2)cc(OC)c1OC	-1.9	.	1.4	1.4	-14.2	-1.0	2.8	-10.0
CO[C@@H]1CN(C)C(=O)c2ccc(NC(=O)C3CC3)cc2OC[C@H](C)N(C(=O)c2cnccn2)C[C@@H]1C	-2.7	6.8	-6.4	6.7	-2.6	-2.6	0.0	-12.4[16.7 µM]
O=C(c1ccc(S(=O)(=O)N2CCCCC2)cc1)c1nnc(-c2ccc(Cl)cc2)o1	4.3	3.0	13.9	-5.5	.	.	.	3.4
CC1CCN(C(=O)COC(=O)C23CC4CC(CC(O)(C4)C2)C3)CC1	-3.1	-0.1	-0.3	-0.7	-1.9	4.0	3.7	-3.7
Next part.
SMILES	PglD inh	PGC1a acetyl inh	Statin myotox sup	Cneo AK release	FN deposit inh	GSIS activator	F508del corr	miR-122 sensor
O=C(NCC[C@@H]1CC[C@H](NC(=O)C2CC2)[C@H](CO)O1)Nc1ccc(C(F)(F)F)cc1	-1.9	-2.5	-4.7	-2.2	4.7&-17.8	2.6&2.3	-1.7	.
O=C(NCCN1CCOCC1)c1ccccc1-c1ccccc1	4.6	-1.7	5.1	2.0	4.6	.	.	0.8
CCOCCCNC(=O)C1CCN(C(=O)Nc2ccc(Cl)cc2)CC1	8.1	-7.4	8.3	1.1	17.0	.	.	-20.5
Clc1nn2cnnc2c2ccccc12	.	-1.5	.	.	-0.5	29.6	1.8	.
CCOC(=O)C1(Cc2ccc(Cl)cc2)CCN(C(=O)C2CCCO2)CC1 (stereo not given)	0.2	7.8	10.2	1.0	11.8	-10.6	0.8	-0.7
Oc1ccc(/C=N/N2CCCCC2)cc1O	5.3	-1.3	4.9	2.1	6.2	-5.6	-0.1	-3.5
COc1ccc(NC(=O)C2=NN(c3ccccc3)C(=O)CC2)cn1	2.2	3.7	-5.8	-1.9	-3.4	14.9	-0.8	-0.5
COC(=O)c1ccc2c(=O)n(CCN3CCOCC3)c(SCC(=O)C(C)(C)C)nc2c1	1.1	.	16.1	-0.4	2.2	.	.	7.6
Cc1ccc(C(=O)CSc2n[nH]c(-c3ccco3)n2)cc1C	2.6	10.1	0.2	2.9	.	.	.	-5.2
COc1ccc(C(=O)NCCc2ccccc2F)cc1OC1CCN(C(C)=O)CC1	0.4	.	.	0.4	2.8	20.6	-0.4	.
COC(=O)[C@H](Cc1ccccc1)N1C/C=C\COc2c(Cl)cc(Cl)cc2S1(=O)=O	-4.2	-14.8	-25.8	2.3	1.9	-3.3	0.3	4.4
COC(=O)c1c(-c2c(Cl)cccc2Cl)noc1C(=O)NN	.	-11.2	.	.	0.7	-5.4	0.9	.
C[C@@H]1CCCCO[C@H](CN(C)C(=O)C2CCCCC2)[C@@H](C)CN([C@@H](C)CO)C(=O)c2cc(NC(=O)Nc3ccc(C(F)(F)F)cc3)ccc2O1	4.1	15.1	.	2.0	.	9.1	3.0	-9.2[16.7 µM]
